Screens deposited in PubChem by National Center for Advancing Translational Sciences (NCATS).
VP16 counter: VP16 counterscreen qHTS for inhibitors of ROR gamma transcriptional activity. Potency, µM (series often up to 53.6 µM), without a hit: at the top dose activity, negative = inhibition, usual class: inhibitors. 310,000 tested, 3.5% active. Drosophila S2 Gal4-VP16 UAS-luciferase, luminescence, 20 h;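 also: Gal4-VP16 expression switched on by copper sulfate through the metallothionein promoter; % is scaled to controls: 0 for no effect and ±100 for the full control effect; nearly all actives have a fitted effect of over 50% in size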
p53 reactivator: qHTS assay for re-activators of p53 using a Luc reporter. H1299 p53-A138V BP100-luciferase reporter, luminescence, 24 h. Potency, µM (doses to about 92.2 µM), without a hit: at the top dose activity change, positive = activation, hits mostly activators. 320,000 tested, 0.063% active. AID 504706, 2011; also: % of control where 0% means no effect; nearly all actives have a fitted effect of over 45% in size
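p53-null H1299 cells stably carrying temperature-sensitive p53-A138V and a BP100-luciferase reporter were pinned with compounds (4-point, 1:5 series) and held 24 hrs at 37 deg C. Luminescence was read 10 min after detection reagent.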
uPA surface inh: qHTS for Inhibitors of Cell Surface uPA Generation; Potency, µM (series often up to 38.3 µM), without a hit: top-dose activity change, negative = inhibition, most hits filed as inhibitors; cell surface uPA generation assay, qHTS; 330,000 tested, 0.31% active; active = well fitted inhibition curve with a large enough effect; inconclusive = small, poorly fitted or top-dose-only effect; inactive = no such curve, though single readings can be large or run the other way; tested in mouse RAW 264.7 cells; also: % is scaled to controls: 0 for no effect and ±100 for the full control effect; nearly all actives have a fitted effect of over 55% in size
Rab9 prom act: qHTS Assay for Rab9 Promoter Activators | Huh7 Rab9 promoter-luciferase reporter, luminescence, 24 h | Potency, µM (top dose mostly 9.22 µM), for the others: top-dose activation, negative = inhibition, usual class: activators | 320,000 tested, 2.8% active; also: % of control where 0% means no effect; nearly all actives have a fitted effect of over 60% in size
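Huh7 cells stably carrying Rab9 promoter–luciferase reporter, plated 1500 cells/well, compound added after 2 h and incubated 24 h at 37 °C; luciferase luminescence then read after 10 min with detection reagent.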
ELG1 genotoxic: qHTS screen for small molecules that induce genotoxicity in human embryonic kidney (HEK293T) cells expressing luciferase-tagged ELG1. HEK293T ELG1-luciferase reporter, luminescence, 16 h. Potency, µM (doses to about 46 µM), for inactives: at the highest dose activity change, positive = activation, most hits filed as activators. 330,000 tested, 1.3% active. AID 504466, 2011; also: % of control where 0% means no effect; nearly all actives have a fitted effect of over 60% in size
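Cells (2,000/well) expressing the ELG1-luciferase fusion are dosed by pin tool and kept 16 hr at 37 °C, 5% CO2. Signal comes from ONE-Glo luciferase reagent after 30 min at room temperature.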
MBNL1 CUG block: qHTS Assay for Inhibitors of MBNL1-poly(CUG) RNA binding; Muscleblind-like protein 1 (Homo sapiens), Q9NR56; Potency, µM (top dose mostly 57.5 µM), for the others: top-dose activity change, negative = inhibition, actives largely listed as inhibitors; 280,000 tested, 0.036% active; AID 2675, 2010; TR-FRET MBNL1-His/biotin-(CUG)12 binding, 665/545 ratio; active = well fitted inhibition curve with a large enough effect in the signal ratio, with a control signal flat, not every such curve was filed as active; inconclusive = small, poorly fitted or top-dose-only effect, or effect the other way, or a change in a side signal; inactive = no such curve, though single readings can be large or run the other way; the % refers to the signal ratio; also: % is scaled to controls: 0 for no effect and ±100 for the full control effect
Target sequence (Q9NR56 whole entry, looked up): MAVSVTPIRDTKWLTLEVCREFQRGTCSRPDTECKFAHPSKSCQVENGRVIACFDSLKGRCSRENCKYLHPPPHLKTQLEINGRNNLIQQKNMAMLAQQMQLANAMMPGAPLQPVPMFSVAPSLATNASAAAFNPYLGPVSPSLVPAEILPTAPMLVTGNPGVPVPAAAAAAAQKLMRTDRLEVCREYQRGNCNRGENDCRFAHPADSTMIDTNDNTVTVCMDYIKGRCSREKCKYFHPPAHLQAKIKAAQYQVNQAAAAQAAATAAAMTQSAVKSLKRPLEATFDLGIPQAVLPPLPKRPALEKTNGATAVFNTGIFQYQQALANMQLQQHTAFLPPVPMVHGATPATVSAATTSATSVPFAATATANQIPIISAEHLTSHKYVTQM
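Compounds (final 92 nM to 58 uM) are added to His-tagged MBNL1 and biotin-(CUG)12, then terbium anti-His antibody and streptavidin-XL665 (5 nM final). After 60 min at room temperature, the 665/545 nm ratio is read.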
BRCA1 expr act: qHTS Assay to Identify Small Molecule Activators of BRCA1 Expression | MCF7-BRCA1-FFLuc reporter, luminescence, 48 h; response scale: scaled: vehicle 0%, 10 µM genistein 100% | Potency, µM (top dose mostly 46.1 µM), for inactives: at the highest dose activation, most hits filed as activators | 380,000 tested, 1.1% active | AID 624202, 2012; also: nearly all actives have a fitted effect of over 80% in size; some results filed as inactive show a strong effect at the top dose
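Using MCF7 cells harboring a BRCA1 firefly luciferase reporter, plated 2 h before compound pinning, the screen measured luminescence after 48 h incubation. Responses were normalized to DMSO and 10 microM genistein, then fitted for concentration-effect.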
CXXC DNA block: qHTS Fluorescence Polarization Assay for Inhibitors of MLL CXXC domain - DNA interaction | Histone-lysine N-methyltransferase 2A (Homo sapiens), Q03164 | MLL-CXXC / FITC-HOXA9 DNA fluorescence polarization | Potency, µM (doses to about 115 µM), for the others: at the top dose activity change, negative = inhibition, most hits filed as inhibitors | 290,000 tested, 0.037% active | AID 2662, 2010; active = well fitted inhibition curve with a large enough effect in the polarisation, with a control signal flat, not every such curve was filed as active; inconclusive = small, poorly fitted or top-dose-only effect, or effect the other way, or a change in a side signal; inactive = no such curve, though single readings can be large or run the other way; the % refers to the polarisation
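Purified MLL-CXXC (added from a 7 uM solution) was preincubated 5 min at ambient with pinned compounds in 50 mM Tris-HCl pH 7.5, 50 mM NaCl, 1 mM DTT, 0.05% BSA. Fluorescein-labeled HOX-A9 DNA (50 nM solution) followed, 30 min, then polarization read.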
RORg inh: qHTS for inhibitors of ROR gamma transcriptional activity | Nuclear receptor ROR-gamma (Mus musculus), P51450 | Drosophila S2 Gal4-RORgamma UAS-luciferase reporter, 20 h | Potency, µM (highest dose often 53.6 µM), for the others: at the highest dose activity change, negative = inhibition, usual class: inhibitors | 310,000 tested, 5.4% active | AID 2551, 2010; also: % is scaled to controls: 0 for no effect and ±100 for the full control effect; nearly all actives have a fitted effect of over 60% in size
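Drosophila Schneider cells stably carrying a metallothionein-driven Gal4 DBD–ROR gamma fusion and a UAS-Photinus luciferase reporter were exposed to compound for 1 hr, then induced with copper sulfate (700 uM final) for 20 hr at ambient temperature before luminescence reading.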
NPC1 promoter act: qHTS Assay for NPC1 Promoter Activators; Huh7 NPC1 promoter luciferase reporter, 24 h; Potency, µM (series often up to 9.22 µM), without a hit: top-dose activation, usual class: activators; 320,000 tested, 2.4% active;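 also: % of control where 0% means no effect; nearly all actives have a fitted effect of over 60% in size; reporter is driven by a mutant NPC1 promoter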
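Huh7 reporter cells (NPC1 promoter driving luciferase) are dosed with compound for 24 h at 37 °C, 5% CO2; luciferase detection reagent is then added and luminescence measured after 10 min at ambient temperature.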
FLuc counter: qHTS profiling assay for firefly luciferase inhibitor/activator using purifed enzyme and Km concentrations of substrates (counterscreen for miR-21 project) | purified FLuc, Km substrates, luminescence inhibition | 360,000 tested, 6.9% active | Potency, µM (series often up to 57.5 µM), for the others: at the top dose activity change, negative = inhibition, hits mostly inhibitors;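 also: plate controls were vehicle for no effect and reference inhibitor for full effect; nearly all actives have a fitted effect of over 55% in size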
Target sequence (P08659 whole entry, looked up): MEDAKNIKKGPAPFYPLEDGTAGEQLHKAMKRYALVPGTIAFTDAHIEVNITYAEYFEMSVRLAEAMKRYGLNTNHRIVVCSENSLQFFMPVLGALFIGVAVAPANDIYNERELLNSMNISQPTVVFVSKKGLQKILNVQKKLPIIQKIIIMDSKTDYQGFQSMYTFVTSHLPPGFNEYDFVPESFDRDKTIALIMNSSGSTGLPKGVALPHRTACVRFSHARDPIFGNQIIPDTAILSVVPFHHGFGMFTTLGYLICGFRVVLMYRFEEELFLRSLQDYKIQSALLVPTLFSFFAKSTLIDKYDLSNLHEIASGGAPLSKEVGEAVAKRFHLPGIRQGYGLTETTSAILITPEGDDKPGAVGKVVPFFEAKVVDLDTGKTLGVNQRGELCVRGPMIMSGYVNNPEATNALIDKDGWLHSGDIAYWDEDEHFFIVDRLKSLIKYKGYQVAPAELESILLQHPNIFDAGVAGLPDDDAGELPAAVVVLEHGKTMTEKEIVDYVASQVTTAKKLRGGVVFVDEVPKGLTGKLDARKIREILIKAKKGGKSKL
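Purified P. pyralis luciferase (10nM final) with 10uM D-luciferin and 10uM ATP (Km levels) in 50mM Tris acetate pH 7.5, 10mM Mg acetate, 0.01% Tween-20, 0.05% BSA; qHTS 6-point titration, ~60 µM downward; luminescence read.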
The depositor's hits bear a star; ? = inconclusive; . = no result given; & = joins results of further samples; ! = a repeat was not active; [ ] = remark or other dose. Unless noted, calls follow the shape of the dose curve; as a rule, active = well fitted curve in the direction sought with a large enough effect; inconclusive = small, poorly fitted or top-dose-only effect, or another doubt; inactive = no such curve, though single readings can be large; an effect the other way counts as inactive or inconclusive. Potency is read from the fitted curve at half-maximal effect. These rows are one share of the data; rates above refer to the full screens.

SMILES	VP16 counter	p53 reactivator	uPA surface inh	Rab9 prom act	ELG1 genotoxic	MBNL1 CUG block	BRCA1 expr act	CXXC DNA block	RORg inh	NPC1 promoter act	FLuc counter
O=c1[nH]nc(Cc2ccc([N+](=O)[O-])cc2)c2ccccc12	-12%	1%	-7%	-1%	7%	?	-24%	1%	31%	2%	1%
CCn1c(C)c(C)c2cc(C(=O)NCCCN3CCCC3)ccc21	7%	-15%	5%	-13%	1%	1%	-14%	73%[activator]	-1%	10%	2%
O=C(NCc1ccc2c(c1)OCO2)c1ccc(CSCc2ccccc2Cl)o1	0%	-4%	10%	1%	-2%	-12%	-7%	-2%	21%	1%	-2%
Cc1ccc(C(c2sc3nc(C)nn3c2O)N2CCN(c3ccc(F)cc3)CC2)cc1 (configuration not stated)	1%	-1%	-1%	-2%	0%	-1%	-16%	12%	0%	2%	-1%
O=C(NCCc1ccccc1)c1ccc(CS(=O)(=O)Cc2ccccc2F)o1	-2%	1%	-3%	17%	2%	2%	-5%	2%	33%	1%	-2%
CC(=O)Oc1ccccc1N(C(C)=O)S(=O)(=O)c1ccc2ccccc2c1	-4%	5%	0%	9%	-1%	7%	5%	1%	?	0%	-5%
O=C(O)CCCc1nc(-c2ccc(Cl)cc2)no1	?	4%	0%	21%	1%	-8%	-22%	1%	0.35µM*	0%	?
CC(=O)c1ccc2c(c1)OCCOCCOCCOCCO2	3%	4%	3%	-3%	-3%	-6%	-13%	-13%	33%	0%	-3%
CC1(C)Oc2ccc3ccc(=O)oc3c2/C(=N/O)C1=O	6%	0%	9%	2%	0%	5%	-19%	15%	-6%	-3%	3%
N#CCSc1nc(-c2ccccc2)cs1	?	?	-1%	?	8%	?	74%	-7%	18%	17%	?
c1cnc2ccc(C(c3nnnn3C3CCCC3)N3CCN4CCCC4C3)cc2c1 (configuration not stated)	-2%	17%	-1%	0%	0%	1%	22%	4%	2%	-1%	-2%
COC(=O)C1C(=O)NCC1c1ccc(OC)cc1 (configuration not stated)	1%	0%	.	-5%	3%	0%	0%	6%	-12%	0%	3%
Cc1ccc(-c2csc(Nc3ccc(C(=O)O)cc3)[n+]2Cc2ccccc2)cc1	2%[10 µM]	-1%	3%	-4%	-4%	0%	53%	3%	8%	-4%	-18%
O=C(NCC(=O)N1CCCCC1)c1ccc(Cl)cc1Cl	0%	23%	-3%	4µM*	16µM*	3%	?	2%	?	?	19µM*
CCNC(=S)N/N=C(\C)c1ccc2ccccc2c1	7.1µM*	6%	.	10%	-5%	0%	.	2%	2.8µM*	0%	-18%
CC(C)(C)C(=O)COC(=O)c1cc(S(=O)(=O)N2CCCCC2)ccc1N1CCOCC1	.	10%	-9%	-6%	2%	.	1%	.	.	-4%	2%
COc1cc(CN2CCCCC2C(=O)Nc2ccc(Oc3ccccc3)nc2)ccc1O (configuration not stated)	?	?	-8%	3%	7%	7%	32%	44%[activator]	36%	12%	-1%
O=C(Nc1ccc(Cl)cc1)N1CCC(CO)(Cc2ccccc2)CC1	0%	1%	0%	-9%	-7%	-10%	-1%	-13%	29%	-2%	-18%
O=C(NCC(c1cccnc1)N1CCN(c2ccc(F)cc2)CC1)c1cccc(Cl)c1 (configuration not stated)	-9%	-3%	-5%	-5%	-10%	7%	-23%	-5%	42%	2%	-3%
CCOc1ccc(OCc2cccc(C(=O)O)c2)cc1	?	-28%	.	-25%	-29%	-3%	-106%	-15%	1.6µM*	-22%	0.017µM*
O=C(/C=C/c1ccc2c(c1)OCO2)Nc1ccc(Cl)cn1	-10%	8%	0%	0.56µM*	2.1µM*	5%	?	13%	27%	1.1µM*	1.9µM*
CC1CN(c2ccccc2)NC1=O (configuration not stated)	-3%	14%	-1%	21%	3%	-5%	3%	3%	-6%	5%	1%
C/C(=N/NC(=O)CNC(=O)c1cccnc1)c1ccco1	-3%	-2%	-1%	0%	-3%	8%	-15%	36%[activator]	1%	2%	4%
O=C(CSc1nnnn1C1CCCCC1)N1CCc2ccccc21	8%	5%	-1%	24%	6%	-5%	3%	4%	?	16%	4%
COC(=O)C(C)(C(=O)OC)c1ccccc1[N+](=O)[O-]	0%	-2%	2%	2%	1%	12%	30%	-1%	-10%	2%	3%
NC(=O)C1CCN(C(=S)c2ccc(-c3ccc(Br)cc3)o2)CC1	3%	19%&12%	-1%	?	10µM*!	20%	?	0%	17%	?	?
Cc1c(NS(=O)(=O)N2CCCCC2)c(=O)n(-c2ccccc2)n1C	6%	-4%	.	0%	-1%	-2%	2%	-2%	2%	1%	1%
CC(C)Oc1ccc(C(=O)OC(C)C(=O)NC2CCCCC2C)cc1 (configuration not stated)	?	-34%[inhibitor]	7%	2%	-2%	-5%	-3%	-5%	?	-10%	-9%
CCOC(=O)c1ccc(NC(=O)C2=C(C)Nc3nc(CCCO)nn3C2c2cccc(C)c2)cc1 (configuration not stated)	0%	-8%	-5%	1%	0%	-2%	-11%	6%	3%	-5%	1%
Cn1ncc(Cl)c1C(=O)NCc1ccco1	-11%	-2%	-1%	3%	0%	0%	6%	-12%	4%	-1%	-1%
O=C1NC(c2ccccc2Cl)Nc2ccccc21 (configuration not stated)	0%	-14%	-12%	-7%	1%	5%	-74%	21%	6%	-15%	2%
CCN(CC)C(=O)C(=O)Nc1ccc(Oc2ccccc2)cc1	2%[10 µM]	4%	-4%	29%	6%	-3%	63%	7%	?	7%	?
O=C(CN1CCCCCCC1)Nc1cccc(Cl)c1Cl	-9%	2%	-1%	1%	-4%	0%	-4%	4%	-10%	8%	-4%
COc1ccc(N=C2SCC(c3ccccc3)=NN2C)cc1	22%	6%	0%	5%	8%	4%	42%	-12%	39%	21%	?
CC1(C)CC(=O)C(C(C2=C(O)CC(C)(C)CC2=O)c2ccc([N+](=O)[O-])cc2)C(=O)C1 (configuration not stated)	7%	0%	0%	2%	5%	?	-4%	5%	35%	1%	0%
CCOC(=O)C1CCN(C2=C(NS(=O)(=O)c3ccc(Cl)cc3)C(=O)c3ccccc3C2=O)CC1	0%	6%	0%	-3%	-6%	?	-49%	-12%	-6%	2%	-12%
C=CCN=C1SCC(=O)N1S(=O)(=O)c1ccccc1	-11%	-6%	4%	1%	-3%	-9%	-2%	11%	-7%	-6%	-3%
O=[N+]([O-])C(=C1NCCN1)C(Cl)=C(Cl)Cl	4%	-1%	4%	-5%	0%	9%	-29%	-2%	-32%	8%	-2%
Cc1c(C(c2ccc(N(C)C)cc2)c2c(C)n(C)n(-c3ccccc3)c2=O)c(=O)n(-c2ccccc2)n1C	-16%	-2%	-4%	-2%	-13%	?	-27%	11%	-2%	-7%	-17%
Cc1cc(NC(=O)CN2CCCCC2C)nc2c1c(=O)oc1ccccc12 (configuration not stated)	7%	-2%	.	-4%	0%	3%	.	-8%	5%	-4%	2%
CCc1noc(C)c1C(=O)NCCN1C(=O)S/C(=C\c2ccc(OC)cc2)C1=O	.	?	-10%	30%	0%	.	60%	.	.	19%	?
NNC(=O)/C(=N/Nc1ccccc1)S(=O)(=O)c1ccc(Cl)cc1	?	13%	-9%	-15%	-3%	22%	-78%	5%	?	-9%	-1%
CCCN1CCN(C(=O)CCS(=O)(=O)c2cc3c(cc2Cl)NC(=O)CO3)CC1	0%	7%	1%	2%	4%	11%	-11%	.	-18%	-3%	0%
COc1ccc(CNC(=O)C(c2ccco2)N(C(=O)CNS(=O)(=O)c2ccccc2)c2ccccc2C)cc1 (configuration not stated)	1%	-2%	2%	-12%	-11%	-9%	-47%	8%	?	-2%	-1%
CCOc1ccc(CCNC(=O)COc2cccc(-n3cnnn3)c2)cc1OCC	.	-9%	-7%	-1%	-2%	.	?	.	.	-1%	2%
Cc1ccccc1-n1sc2cc(F)ccc2c1=O	2.8µM*	-7%	-1%	5%	-10%	-29%	-16%	18%	3.2µM*	10%	11µM*
